# HKDC1 inh = HKDC1 hexokinase inhibitors, primary screen, biochemical, fluorescence, uHTS; recombinant HKDC1, G6PDH/diaphorase resazurin coupled fluorescence; inhibition, % at 20 µM; hit rate 0.16% among 340,000; Q2TB90;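 active = inhibition above about 35% when tested at 20 µM, limit read from the data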;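 note: plate controls were DMSO wells with enzyme for no effect and DMSO wells lacking enzyme for full effect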
#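 Test system: HK5 enzyme. Quantity: 5 µg/mL HK5 final. Reagent: glucose and ATP substrates. Schedule: 90 min reaction incubation at room temperature, dark. Technique: resazurin-to-resorufin fluorescence via G6PDH and diaphorase coupling, 525/613 nm. Control set: DMSO wells with and without enzyme mix.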
# MIN6 prolif = inducers of MIN6 beta-cell proliferation, primary screen, ATP luminescence, uHTS | MIN6 cells proliferation, ATPlite luminescence, 48 h; cells starved in 0.2% serum; 100% = growth in 10% serum | proliferation, % at 10 µM | hit rate 0.29% among 330,000 | AID 2380, 2010;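 active = compounds whose signal lies at least 3.5 SD above the mean of all wells on their plate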;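 note: 0% = DMSO-treated cells in low-serum medium and 100% = 10% serum control; some compounds called inactive have numbers as strong as hits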
# SENP7 block = SENP7 protease inhibitors, primary screen, biochemical, luminescence, uHTS; AID 434973, 2010; recombinant SENP7, Z-RLRGG-aminoluciferin luminescence, 40 min; Sentrin-specific protease 7 (Homo sapiens), Q9BQF6; hit rate 1.5% among 330,000; inhibition, % at 5 µM;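 active = inhibition above about 50% at the single test dose, limit read from the data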;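 note: plate controls were DMSO with enzyme for no effect and no enzyme buffer wells for full effect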
# Target sequence (Q9BQF6 706-1050 limits assumed): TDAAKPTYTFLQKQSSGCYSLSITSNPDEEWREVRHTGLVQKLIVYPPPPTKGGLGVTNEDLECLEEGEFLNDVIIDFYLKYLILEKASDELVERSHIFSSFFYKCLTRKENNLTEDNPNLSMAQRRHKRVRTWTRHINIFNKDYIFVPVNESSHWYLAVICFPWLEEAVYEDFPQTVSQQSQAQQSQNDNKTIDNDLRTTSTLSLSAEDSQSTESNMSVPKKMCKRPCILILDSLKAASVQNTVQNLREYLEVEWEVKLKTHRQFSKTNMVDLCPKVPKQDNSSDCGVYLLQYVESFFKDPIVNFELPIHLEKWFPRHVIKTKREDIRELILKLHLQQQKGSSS
# UBC13 polyUb = UBC13 polyubiquitin chain formation inhibitors, primary screen, biochemical, TR-FRET, uHTS; hit rate 0.47% among 330,000; inhibition, % at 20 µM; AID 485273, 2010; in the data active = inhibition above about 45%, passing the limit was not always enough
# Target sequence (P61088 whole entry, looked up): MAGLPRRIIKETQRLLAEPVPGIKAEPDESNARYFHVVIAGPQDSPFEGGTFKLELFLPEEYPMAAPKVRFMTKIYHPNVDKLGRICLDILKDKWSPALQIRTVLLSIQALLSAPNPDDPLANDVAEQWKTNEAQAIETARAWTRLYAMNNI
# SENP6 block = SENP6 protease inhibitors, primary screen, biochemical, luminescence, uHTS; Sentrin-specific protease 6 (Homo sapiens), Q9GZR1; Recombinant SENP6 catalytic domain, aminoluciferin luminescence; inhibition, % at 10 µM; hit rate 1.8% among 330,000;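 active = inhibition above about 50% at the single tested dose, limit read from the data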;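 note: plate controls were DMSO wells with enzyme for no effect and DMSO wells lacking enzyme for full effect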
# PfGluPho inh = PfG6PD enzyme inhibitors, primary screen, biochemical, fluorescence intensity, uHTS; PfGluPho enzyme, NADPH resazurin-diaphorase fluorescence; inhibition, % at 20 µM; hit rate 0.78% among 350,000; AID 504690, 2011;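 active = inhibition reaching at least a set limit at 20 µM in the primary screen, cut at about 59% in these data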;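 note: 0% = DMSO wells with substrate and 100% = DMSO wells lacking glucose-6-phosphate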
# SENP8 block-1 = human SENP8 protease inhibitors, primary screen, biochemical, fluorescence, Nedd8 protein substrate, uHTS | Sentrin-specific protease 8 (Homo sapiens), Q96LD8 | recombinant SENP8 | inhibition, % at 20 µM | hit rate 0.64% among 360,000 | AID 602440, 2012; in the data active = inhibition mostly above about 40%, no sharp cut-off; inactive = mostly below about 27%
# Target sequence (Q96LD8 whole entry, looked up): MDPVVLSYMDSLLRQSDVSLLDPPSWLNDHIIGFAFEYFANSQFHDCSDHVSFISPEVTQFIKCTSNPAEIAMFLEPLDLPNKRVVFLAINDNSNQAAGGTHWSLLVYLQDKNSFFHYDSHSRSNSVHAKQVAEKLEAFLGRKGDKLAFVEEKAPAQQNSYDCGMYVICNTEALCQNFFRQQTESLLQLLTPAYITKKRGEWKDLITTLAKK
# SENP8 block-2 = SENP8 protease inhibitors, primary screen, biochemical, luminescence; hit rate 1.2% among 330,000; AID 2540, 2010; purified SENP8, Z-RLRGG-aminoluciferin cleavage; inhibition, % at 10 µM; in the data active = inhibition above about 50%
# SENP1 inh = human SENP1 catalytic domain inhibitors, primary screen, biochemical, FRET, uHTS; recombinant SENP1 catalytic domain, CyPet-SUMO1-YPet FRET cleavage; inhibition, % at 10 µM; hit rate 0.21% among 360,000; AID 624204, 2012;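 active = inhibition at least 30% at 10 µM, raw YFP signal under a set limit, fluorescence ratio 0.5 to 1.5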;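 note: 0% = enzyme with DMSO and 100% = no enzyme wells; some results filed as inactive read as strong as hits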
# Target sequence (Q9P0U3 419-644 limits assumed): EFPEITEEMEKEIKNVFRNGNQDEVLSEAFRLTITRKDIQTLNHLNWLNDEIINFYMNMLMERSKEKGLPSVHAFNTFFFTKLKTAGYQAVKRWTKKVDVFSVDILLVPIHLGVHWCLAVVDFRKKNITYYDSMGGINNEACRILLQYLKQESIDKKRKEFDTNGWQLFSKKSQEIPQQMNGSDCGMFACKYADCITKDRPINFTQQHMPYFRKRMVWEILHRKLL
#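 material = recombinant human SENP1 catalytic domain, His6-tagged | quantity = 20 pM enzyme | reagent = 25 nM SUMO1 FRET substrate | compound dosing = 10 µM single point, 0.5% DMSO | timing = 50 min enzyme reaction, room temperature, light-protected | detection = FRET, CFP and YFP emission | control set = no-enzyme low, enzyme-DMSO high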
# * hit, by the source's call; nt = not tested or not shown.
1) CC1CCCC(NC(=O)COC(=O)/C=C/c2ccc([N+](=O)[O-])cc2)C1C (stereo not given)
2) O=C(CNC(=O)c1ccccc1)OCc1nnc(-c2ccccc2)o1
3) CCCC(=O)Nc1ccc(NC(=O)CCc2ccccc2)cn1
4) NS(=O)(=O)c1ccc(CCNC(=O)C(c2ccccc2)c2ccccc2)cc1
5) CC(=O)c1cccc(Nc2nc(-c3sc(C)nc3C)cs2)c1
6) Cc1ccc(NC(=S)N2CCCC2)cc1
entry no.	1	2	3	4	5	6
HKDC1 inh	-3	-6	4	-1	6	-10
MIN6 prolif	-1	3	0	0	-1	0
SENP7 block	-8	-10	2	6	0	-1
UBC13 polyUb	-19	-4	8	3	18	-10
SENP6 block	-9	-8	-11	1	7	0
PfGluPho inh	-11	3	-1	-8	19	-3
SENP8 block-1	14	-6	14	7	4	-24
SENP8 block-2	-10	-5	-3	9	-11	-14
SENP1 inh	1	1	-2	2	1	2

7) COc1ccccc1NC(=O)C(C)OC(=O)C(C)SCC(=O)Nc1ccc(C)cc1 (stereo not given)
8) O=C(c1cnn(C(=O)c2ccco2)c1)c1cc(F)ccc1O
9) O=C(CSc1ncnc2ccccc12)c1ccco1
10) Cc1cccc(NC(=O)/C=C/c2ccc3c(c2)OCO3)n1
11) Cc1cccc(CNC(=O)C2CCC(=O)N(C3CCCC3)C2)c1 (stereo not given)
12) O=C(c1ccc(C(F)(F)F)n(Cc2ccc(Cl)cc2)c1=O)N1CCOCC1
entry no.	7	8	9	10	11	12
HKDC1 inh	0	2	-3	-7	2	-5
MIN6 prolif	2	-3	-4	-6	0	-2
SENP7 block	-6	-11	2	78*	-6	-4
UBC13 polyUb	5	-2	4	-6	5	8
SENP6 block	-8	-22	-19	83*	3	-8
PfGluPho inh	11	-11	34	12	-1	-6
SENP8 block-1	5	-74	2	-340	10	12
SENP8 block-2	5	-13	-29	74*	-6	0
SENP1 inh	1	1	-172	2	1	0

13) OC[C@@H]1[C@@H](c2ccccc2)C(c2ccc(F)cc2)=NN1c1ccccc1
14) CCCNC(=O)c1ccccc1NC(=O)c1ccc2c(c1)NC(=O)C(C)S2 (stereo not given)
15) COc1cc(/C=C2\SC(=S)N(NC(=O)c3ccc(O)cc3)C2=O)ccc1O
16) C[C@H](CO)N1C[C@H](C)[C@@H](CN(C)C(=O)NC2CCCCC2)Oc2ccc(NC(=O)C3CCCCC3)cc2C1=O
17) CC(C)CN(C(=O)CN1CCN(c2ccc(O)cc2)CC1)c1c(N)n(CC(C)C)c(=O)[nH]c1=O
18) COc1ccc(NC(=S)N2CCN(C(=O)C3CCCO3)CC2)c(OC)c1 (stereo not given)
entry no.	13	14	15	16	17	18
HKDC1 inh	1	-2	3	-15	12	-10
MIN6 prolif	nt	8	1	-4	-6	0
SENP7 block	1	0	3	3	0	4
UBC13 polyUb	nt	0	-108	-10	-7	1
SENP6 block	nt	2	5	0	1	2
PfGluPho inh	21	13	-40	-9	47	19
SENP8 block-1	-391	-21	25	1	-8	5
SENP8 block-2	nt	0	-1	-16	3	-8
SENP1 inh	-22	1	13	1	-3	0

# Next section; it opens with the 4 that closed the last part.
15) COc1cc(/C=C2\SC(=S)N(NC(=O)c3ccc(O)cc3)C2=O)ccc1O
16) C[C@H](CO)N1C[C@H](C)[C@@H](CN(C)C(=O)NC2CCCCC2)Oc2ccc(NC(=O)C3CCCCC3)cc2C1=O
17) CC(C)CN(C(=O)CN1CCN(c2ccc(O)cc2)CC1)c1c(N)n(CC(C)C)c(=O)[nH]c1=O
18) COc1ccc(NC(=S)N2CCN(C(=O)C3CCCO3)CC2)c(OC)c1 (stereo not given)
19) COc1ccccc1NC(=O)COC(=O)c1ccc(N2CCCC2=O)cc1
20) COc1ccc(OC)c(NC(=O)c2ccc(OCC(=O)N3CCOCC3)c(OC)c2)c1
21) CS(=O)(=O)N1CCC(Oc2ccccc2C(=O)N2CCC[C@H]2CO)CC1
22) CC(C)CCNC(=O)c1ccccc1NC(=O)C1=CSCCO1
23) C=CCNc1cc(C)oc(=O)c1C(=O)CC
24) Nc1ccc(C(=O)OCCCc2nc3ccccc3[nH]2)cc1
entry no.	15	16	17	18	19	20	21	22	23	24
HKDC1 inh	3	-15	12	-10	-3	-6	-7	-6	-3	-8
MIN6 prolif	1	-4	-6	0	0	-3	1	5	3	-2
SENP7 block	3	3	0	4	-2	4	-19	1	5	-3
UBC13 polyUb	-108	-10	-7	1	16	1	-4	0	1	11
SENP6 block	5	0	1	2	-6	3	-6	3	-2	-1
PfGluPho inh	-40	-9	47	19	9	-3	2	-7	-4	8
SENP8 block-1	25	1	-8	5	-2	2	0	-1	10	17
SENP8 block-2	-1	-16	3	-8	-3	8	-4	3	5	6
SENP1 inh	13	1	-3	0	0	0	2	2	1	1

25) Cc1ccc(C)c(OCC(=O)NC2CCCCCC2)c1
26) COc1ccc(C2CC(=O)NC3=C2C(=O)CCC3)cc1Cl (stereo not given)
27) CCOC(=O)N1CCN(c2ccc(Cl)c(Cl)c2)CC1
28) CC[C@](C)(O)c1cc2ccccc2c(=O)o1
29) c1ccc(CN2CCOCCOCCOCCOCC2)cc1
30) O=C(CCn1cncn1)N1CCCC(N2CCN(c3cccc(C(F)(F)F)c3)CC2)C1 (stereo not given)
entry no.	25	26	27	28	29	30
HKDC1 inh	0	-4	12	-2	-6	-3
MIN6 prolif	-1	1	-3	-1	-2	2
SENP7 block	-2	-2	-5	3	6	4
UBC13 polyUb	1	0	21	0	2	-1
SENP6 block	5	-20	-26	14	1	-4
PfGluPho inh	-14	-25	-9	-8	7	8
SENP8 block-1	-11	13	14	8	2	2
SENP8 block-2	1	-11	-3	-1	1	3
SENP1 inh	-1	1	0	0	3	0

31) C=CCSC1=N/C(=C\C=C\c2ccco2)C(=O)S1
32) O=C(N/N=C\c1ccncc1)c1ccc(Br)s1
33) COc1cccc(CNc2ccccc2O)c1OCc1ccccc1F
34) Cc1oc(=O)c(NC(=O)c2ccc(Cl)cc2)cc1C(=O)c1ccccc1
35) COc1cccc(C(=O)N2CCN(C(=O)COc3ccc4ccccc4c3)CC2)c1
36) COc1ccccc1CNS(=O)(=O)c1ccc2c(c1)CC(=O)N2C
entry no.	31	32	33	34	35	36
HKDC1 inh	6	-4	7	-3	4	-5
MIN6 prolif	-4	-2	-5	-6	-2	1
SENP7 block	7	-10	2	-10	3	10
UBC13 polyUb	-15	5	-3	-10	6	8
SENP6 block	-23	1	2	-9	0	-7
PfGluPho inh	27	4	33	8	5	-2
SENP8 block-1	12	4	-17	1	5	16
SENP8 block-2	0	11	-6	-7	2	7
SENP1 inh	3	4	-38	-2	2	1

37) CC(=O)c1ccc(OCC(=O)NCC2(N3CCCCC3)CCCCC2)cc1
38) Cc1ccccc1S(=O)(=O)Nc1nc2ccccc2nc1NCCO
39) CC1(C)NC(=O)N(CC(O)COc2ccc(-c3ccc(C#N)cc3)cc2)C1=O (stereo not given)
40) Cc1cc(=O)oc2cc(OCC(=O)NCCN3CCOCC3)ccc12
41) O=C(Nc1ccc(N2CCN(C(=O)c3cccs3)CC2)cc1)c1ccco1
42) CC(=O)Nc1c(C)ccc(CNC(=O)COc2ccc(F)cc2)c1C
entry no.	37	38	39	40	41	42
HKDC1 inh	-6	-8	-3	-1	5	-6
MIN6 prolif	0	-2	-1	-1	3	1
SENP7 block	6	-4	1	2	-1	-1
UBC13 polyUb	5	14	0	2	1	8
SENP6 block	-2	-4	10	-15	10	-7
PfGluPho inh	6	-31	9	-3	12	-6
SENP8 block-1	28	-323	-91	-126	19	14
SENP8 block-2	2	-4	2	3	-3	6
SENP1 inh	-5	-7	1	-1	2	1

43) Cc1cccc(NC(=O)CN2C(=O)S/C(=C\c3ccc(-c4cccc(C(=O)O)c4C)o3)C2=O)c1
44) CCCSC1=N/C(=C/c2ccsc2)C(=O)N1c1ccccc1
45) Cc1ccc(C2N(c3ccc(Cl)c(Cl)c3)C(=O)C3CCCN32)o1 (stereo not given)
46) COc1ccccc1C(=O)N(CCC1CCCN1C)c1nc2ccccc2s1 (stereo not given)
47) CCCCCCn1c(NCC)nc2c1c(=O)[nH]c(=O)n2C
48) CC(=O)Cn1ncc(N2CCOCC2)cc1=O
entry no.	43	44	45	46	47	48
HKDC1 inh	3	-2	-1	-7	4	-2
MIN6 prolif	1	-3	-2	-4	-2	-1
SENP7 block	5	-8	2	-6	9	2
UBC13 polyUb	-4	-13	7	-7	2	3
SENP6 block	-5	-7	-12	3	9	-12
PfGluPho inh	16	1	5	-2	4	-10
SENP8 block-1	nt	-8	0	14	11	18
SENP8 block-2	3	-5	1	-1	6	6
SENP1 inh	nt	1	-10	-3	1	3

49) CCOc1ccc(S(=O)(=O)Nc2ccc(C(=O)NCCCN3CCOCC3)cc2)cc1
50) CCOC(=O)c1c(C)[nH]c(C)c1C(=O)COC(=O)C1CC(=O)N(CCc2ccccc2)C1 (stereo not given)
51) CC(C)C(=O)Nc1ccc(NC(=O)c2cccnc2)cn1
52) O=C(COC(=O)Cc1ccsc1)NCC1CCCCC1
53) COc1ccc(NC(=O)N2CCCCCC2)c(OC)c1
54) CCN1CCN(C(=O)c2cc(=O)c3cc(C)ccc3o2)CC1
entry no.	49	50	51	52	53	54
HKDC1 inh	2	-9	1	-3	-9	-5
MIN6 prolif	3	5	-1	0	1	0
SENP7 block	8	3	3	4	-1	-4
UBC13 polyUb	-2	1	1	-5	10	-2
SENP6 block	-4	-18	-22	3	-14	-8
PfGluPho inh	-13	3	-9	9	8	-8
SENP8 block-1	15	-4	32	14	16	0
SENP8 block-2	1	-5	3	5	-4	4
SENP1 inh	1	-2	1	1	3	0

# Retrieved one by one from the entries so far (2):
52) O=C(COC(=O)Cc1ccsc1)NCC1CCCCC1
54) CCN1CCN(C(=O)c2cc(=O)c3cc(C)ccc3o2)CC1
entry no.	52	54
HKDC1 inh	-3	-5
MIN6 prolif	0	0
SENP7 block	4	-4
UBC13 polyUb	-5	-2
SENP6 block	3	-8
PfGluPho inh	9	-8
SENP8 block-1	14	0
SENP8 block-2	5	4
SENP1 inh	1	0

# Going on with the list.
55) O=C(NCCc1ccccc1)c1cnc2sccn2c1=O
56) C/C=N/N(c1ccccc1)c1ccccc1
57) CCOC(=O)C1=C(C)N=C2SC(C(=O)OC)=CC(=O)N2C1c1ccc(F)cc1 (stereo not given)
58) COc1ccc(C[C@H]2CN3C(=NC[C@@H]3C(C)C)N2C[C@H](C)NC(=O)c2ccc(C)c(Br)c2)cc1
59) CCOc1ccc(CNS(=O)(=O)c2ccc(-c3ccc(=O)[nH]n3)o2)cc1OC
60) Cc1cc(C(=O)NC2=NCCS2)c2ccccc2n1
entry no.	55	56	57	58	59	60
HKDC1 inh	-4	8	0	-3	-5	-5
MIN6 prolif	-5	nt	-4	-8	-4	1
SENP7 block	2	nt	-4	-9	14	-3
UBC13 polyUb	-1	nt	-7	54*	-2	-6
SENP6 block	-12	nt	-18	-7	-4	-14
PfGluPho inh	1	-12	-2	10	-11	-7
SENP8 block-1	-257	14	6	12	8	7
SENP8 block-2	9	nt	-5	-7	-9	-8
SENP1 inh	1	4	2	-1	3	2

# Hits appear at their usual frequency; 4% or so of the library scored in one or more.
